Screening data deposited in PubChem BioAssay by National Center for Advancing Translational Sciences (NCATS).
CHX counter = counter-screen for Shiga toxin inhibitors: cycloheximide protein synthesis inhibition | AID 2314 | max response, % | cell reporter, cycloheximide protein synthesis inhibition counterscreen | 300,000 tested, 12% active; in the data active means max response mostly above about 13%, no sharp cut-off; inactive means mostly below about 14%; further: read at 38.3 µM for the half of the compounds with a filed dose; 0% is about no effect
Shiga toxin inh = blocks Shiga toxin action in Vero cells. Vero cells, Shiga toxin protein synthesis inhibition reporter. inhibition, % at 38.7 µM. 290,000 tested, 9.2% active. AID 2315; in the data active means inhibition mostly above about 28%, no sharp cut-off; inactive means mostly below about 43%; further: 0% is about no effect
FBPA Giardia inh = Giardia lamblia aldolase inhibition. purified Giardia FBPA. Potency, µM (highest dose often 59.6 µM), for the others: at the top dose activity, negative = inhibition, hits mostly inhibitors. 290,000 tested, 0.71% active. AID 2451; further: potency means the concentration at half of the fitted maximal effect; on the % scale 0 is the no-effect control and ±100 the full control effect; nearly all actives have a fitted effect of over 55% in size
Target sequence (A8B2U2 whole entry, looked up): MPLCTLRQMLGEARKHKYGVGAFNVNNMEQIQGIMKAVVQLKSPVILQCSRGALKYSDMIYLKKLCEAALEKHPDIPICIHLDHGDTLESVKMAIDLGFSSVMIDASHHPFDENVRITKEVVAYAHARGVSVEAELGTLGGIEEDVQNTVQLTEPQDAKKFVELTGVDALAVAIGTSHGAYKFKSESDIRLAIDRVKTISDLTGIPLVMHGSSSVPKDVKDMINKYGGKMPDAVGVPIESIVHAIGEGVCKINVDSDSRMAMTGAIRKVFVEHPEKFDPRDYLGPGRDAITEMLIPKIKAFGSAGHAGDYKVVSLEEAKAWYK
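40 nM FBPA preincubated 10 min at RT with compound (up to 57.5 uM final), then substrate plus GAPDH/TPI/NAD/arsenate coupling and diaphorase/resazurin added. Fluorescence read after 20 min at RT, 525/598 nm.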
Pf growth 96h = inhibits malaria parasite growth, 96 h; P. falciparum luciferase reporter growth, 96 h; Potency, µM (series often up to 28.7 µM), inactives show top-dose activity change, negative = inhibition, most hits filed as inhibitors; 320,000 tested, 6.9% active; AID 504834; further: potency means the concentration at half of the fitted maximal effect; on the % scale 0 is the no-effect control and ±100 the full control effect
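Infected RBCs, 2% Hct / 0.05% parasitemia final; luciferase-reporter P. falciparum; cpd 96 h, 37 C, 5% CO2; luciferase detection reagent; luminescence.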
Pf growth 48h = inhibits P. falciparum growth in the first generation, 48 h; 310,000 tested, 5.9% active; P. falciparum luciferase growth in erythrocytes, 48 h; Potency, µM (top dose mostly 28.7 µM), inactives show at the highest dose activity change, negative = inhibition, hits mostly inhibitors; further: potency means the concentration at half of the fitted maximal effect; on the % scale 0 is the no-effect control and ±100 the full control effect
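Read-out is firefly luciferase luminescence from an integrated reporter in P. falciparum, so falling signal marks reduced parasite growth. Infected erythrocytes were at 2% hematocrit and 0.1% parasitemia (final) in Albumax-supplemented RPMI 1640.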
Sm TGR block = S. mansoni TGR enzyme inhibition; Q962Y6; purified TGR, DTNB reduction, TNB absorbance 405 nm; Potency, µM (series often up to 114 µM), for the others: at the highest dose activity change, negative = inhibition, most hits filed as inhibitors; 360,000 tested, 3% active; AID 485364; further: potency means the concentration at half of the fitted maximal effect; on the % scale 0 is the no-effect control and ±100 the full control effect; nearly all actives have a fitted effect of over 60% in size
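Kinetic colorimetric format: TGR-catalysed, NADPH-driven DTNB reduction monitored via TNB absorbance. Enzyme dispensed at 20 nM; compound exposure 15 min at room temperature before reaction start.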
Starred values were filed as active, the others as inactive; ? = inconclusive; . = not tested or not shown; + = active, no number; & = joins results of further samples; [ ] = another dose, or the depositor's remark. Unless noted, the call rests on the fitted dose curve; in most records, active means well fitted curve in the direction sought with a large enough effect; inconclusive means small, poorly fitted or top-dose-only effect, or another doubt; inactive means no such curve, though single readings can be large; an effect the other way counts as inactive or inconclusive. Rows are unselected; any-hit rate near 24%.

nr	structure	Sm TGR block	Pf growth 96h	FBPA Giardia inh	Shiga toxin inh	CHX counter	Pf growth 48h
1	N#Cc1ccc(N2Cc3ccccc3C2=NC(=O)c2cccnc2Cl)cc1	?	32%[activator]	-3%	+	25*	63%[activator]
2	Cc1ccccc1C(=O)NNC(=O)CSc1nc(-c2ccccc2)cc(=O)[nH]1	-7%	?	2%	-6	-3	15%
3	CCOc1ccc(NC(=O)Cn2cc(C(C)=O)c3ccccc32)cc1	0%	-21%	2%	-8	-3	.
4	Cc1ccc(C(=O)NCCNC(=O)c2ccc(C)o2)o1	-27%	?	5%	16	1	50%[activator]
5	CC(=O)OCC(=O)[C@H]1CC[C@H]2[C@@H]3CC=C4C[C@@H](O)CC[C@]4(C)[C@H]3CC[C@]12C	9%	-2%	6%	-9	-4	4%
6	COc1ccc(NP(=O)(Oc2ccccc2OC)Oc2ccccc2OC)cc1	1%	-30%	2%	12	-2	?
7	COC(C(=O)NCc1ccc(C)cc1)c1ccccc1 (configuration not stated)	.	77%[activator]	8%	-3	-1	8%
8	O=C(COC(=O)c1ccc2[nH]c3c(c2c1)CCCC3)NC1CCS(=O)(=O)C1 (configuration not stated)	-7%	-10%	-9%	-7	2	8%
9	CNC(=O)c1cc(C(=O)c2c(Cl)cccc2Cl)c[nH]1	1%	5%	1%	-9	-1	3%
10	Cc1ccc(S(=O)(=O)N2CCN(S(C)(=O)=O)C2)cc1	15%	13µM*	1%	-9	1	7%
11	COc1cc(/C(C)=N/N2CCN(c3ccccc3OC)CC2)ccc1O	-21%	?	9%	20	22*	0%
12	Cc1ccc(N2C(=O)NC(=O)/C(=C\c3ccc(N4CCOCC4)cc3)C2=O)cc1	?	-8%	-11%	10	-1	-14%
13	Clc1ccc(-c2nc(Cc3ccccc3Cl)no2)cc1	13%	5%	2%	12	15	50%[activator]
14	Cc1ccc(Nc2nc(N)nc(-c3oc4ccccc4c3C)n2)cc1	11%	-8%	0%	46*	23*	?
15	CN(C)C(=O)c1ccccc1-c1ccccc1	?	?	-3%	-3	-1	-22%
16	FC(F)Sc1ccc(N=C2NN=C(c3ccc4c(c3)OCCO4)CS2)cc1	-28%	?	2%	47*	25*	?
17	Cc1cc(C(=O)NCCc2ccc(S(=O)(=O)NC(=O)NN3CCCCCC3)cc2)no1	.	-11%	-15%	-5	8	-9%
18	Cc1cccn2c(CN(C)C3CCOC3)c(C(=O)N3CCCCC3)nc12 (configuration not stated)	.	?	3%	2	-2	-11%
19	CCc1ccc(N2CCN(CCNC(=O)Nc3ccc(OC)cc3)CC2)cc1	1%	?	6%	.	-3	2%
20	O=C(COC(=O)C1Cc2ccccc2CN1C(=O)c1ccccc1)Nc1ccc(SC(F)F)cc1 (configuration not stated)	-5%	16%	-8%	-7	0	-2%
21	Cc1cccc(CN2CCN(CC(=O)N3CCC4(CC3)OCCO4)C2=O)c1	4%	.	4%	-4	-1	.
22	CCOC(=O)CN1N=C(/C=C/c2ccc(OC)cc2)CCC1=O	16%	34%[activator]	3%	18	12	43%[activator]
23	Cc1cc(C(=O)OCC(=O)N2CCOCC2)c2ccccc2n1	-1%[11.4 µM]	?	1%	-5	1	.
24	Cc1ccc(-c2nn3nnnc3c3ccccc23)cc1C	-5%	42%[activator]	8%	-3	-2	-18%
25	CC1CCN(C(=O)C2CCN(c3nnc(-n4cccc4)s3)CC2)CC1	0%	0%	-5%	14	25	-25%
26	CCOC(=O)c1sc(N/N=C/c2cc(Br)c(O)c(OC)c2)nc1C	-6%	53%[activator]	-26%	22	18	13µM*
27	CCOC(=O)C(NCCc1ccccc1F)(NC(=O)CC)C(F)(F)F (configuration not stated)	-7%	-3%	8%	12	-2	-26%
28	O=C(CCn1c(=O)c2sccc2n(CC(=O)NCc2ccco2)c1=O)NCc1ccccc1	0%	.	9%	-3	3	28%
29	COc1cc2nc(CN3CCN(S(=O)(=O)c4ccccc4)CC3)[nH]c(=O)c2cc1OC	-3%	?	.	.	.	?
30	CC1=NN2C(=N)/C(=C\c3cc(C)n(-c4ccc(C)cc4)c3C)C(=O)N=C2S1	2%	-17%	5%	2	-1	-7%
31	O=C(Nc1nnc(-c2ccco2)o1)c1ccc2ccccc2c1	-5%	-10%	?	-2	-2	-15%
32	COc1cc(NC(=S)NC(=O)c2ccc(C(C)(C)C)cc2)ccc1NC(=O)c1cccs1	2%	?	-1%	-12	-4	?
33	Cc1cc(NC(=O)c2cc(-c3ccc(Br)cc3)on2)no1	5%	-20%	-2%	-3	-3	6%
34	Cc1noc(C)c1COc1ccc(C(=O)OCC(=O)c2ccc3c(c2)OCCO3)cc1	13%	-52%	3%	2	12	-5%
35	COC(=O)c1ccccc1NC(=S)NC(=O)COc1ccccc1Cl	8%	24%	-2%	-7	-3	26%
36	O=S(=O)(c1ccc(SCc2ccccc2F)nc1)N1CCCC1	-2%	-11%	.	.	.	-18%
37	COc1ccccc1NS(=O)(=O)c1cccc(C(=O)N2CCN(C/C=C/c3ccccc3)CC2)c1	-19%	8.3µM*	-6%	-1	-2	5.9µM*
38	CCOc1ccc(CCNC(=O)COC(=O)c2cc([N+](=O)[O-])ccc2N2CCOCC2)cc1OCC	-13%	9.3µM*	.	-11	-2	?
39	COC(=O)[C@@H]1C[C@H]2CC[C@H](O)C[C@H]2N1Cc1ccc(C(C)(C)C)cc1	0%	?	3%&-1%	-3	-4	?
40	O=C(CC(Nc1ccc(F)cc1)C(=O)OCC(=O)c1cccs1)c1ccccc1 (configuration not stated)	8.9µM*	0%	-1%	24	16*	70%[activator]
41	CCOc1ccc(CNS(=O)(=O)c2ccc(-c3coc(C)n3)cc2)cc1	-1%	-3%	.	.	.	13%
42	CCOC(=O)CSc1ccc(S(=O)(=O)N2CCC(C)CC2)cc1[N+](=O)[O-]	-3%	274%[activator]	3%	-17	-3	-6%
43	CC(C)(C)c1cc2nc3c(c(=O)n2[nH]1)CN(Cc1ccccc1)C3=O	9%	3%	4%	-8	0	33%[activator]
44	CCc1nc2nc(C)c(NS(=O)(=O)c3ccc(Br)s3)c(=O)n2[nH]1	-7%	6%	-28%	-8	-1	-14%
45	Cc1oc2ccc(OS(C)(=O)=O)cc2c1C(=O)OC(C)C	0%	?	1%	32	12	-12%
46	COc1ccc(-c2cc(C(=O)NCCCn3ccnc3)no2)cc1OC	7%	.	3%	-9	-2	6%
47	CC(=O)c1ccc(NC(=O)COC(=O)c2ccccc2Nc2ccccc2)cc1	0%	?	1%	11	10	9%
48	O=C(NCCc1ccccc1)C1CCC(=O)N(Cc2cccc(C(F)(F)F)c2)C1 (configuration not stated)	89µM*	-18%	.	-3	20	2%
49	O=C(CCNC(=O)c1ccc([N+](=O)[O-])cc1)Nc1cccc(S(=O)(=O)N2CCCCC2)c1	-6%	2%	1%	-5	2	89%[activator]
50	O=C(CN1CCN(Cc2ccccc2)CC1)N/N=C/C=C/c1ccco1	?	?	-3%	-14	1	-7%
51	CCOC(=O)CCc1c(C)c(C#N)c2[nH]c3ccccc3n2c1=O	-2%	.	?	-19	8	?
52	CCCN(CCO)Cc1ccc2ccccc2c1	7%	14%	-5%	-21	-1	.
53	CCCCN(C(=O)c1ccc([N+](=O)[O-])o1)c1c(N)n(CC(C)C)c(=O)[nH]c1=O	-34%	8%	.	.	.	3%
54	COc1cc(NC(C)=O)ccc1NC(=O)c1cc2ccccc2o1	6%	12µM*	2%	21	16*	3%
55	COc1ccc(NC(=S)N2CCN(C/C=C/c3ccccc3)CC2)cc1	-4%	21%	0%	-7	-2	-20%
56	CC(=O)c1ccc(Nc2nc3ccccc3nc2NS(=O)(=O)c2cccs2)cc1	-11%	?	1%	-3	-1	?
57	Cc1ccc(Nc2cccccc2=O)cc1	-31%	.	-8%	23	16*	190%[activator]
58	COc1ccc(OC)c(S(=O)(=O)CC(O)COc2ccccc2Cl)c1 (configuration not stated)	7%	?	.	-14	-3	?
59	Cc1cc(C(=O)CSc2ccc(F)cc2)cc(C)c1O	-34%	83%[activator]	3%	61*	35*	42%[activator]
60	O=c1ccc(S(=O)(=O)N2CCCC2)cn1Cc1ccc(Cl)cc1Cl	-23%	?	.	.	.	?

(list continues)
nr	structure	Sm TGR block	Pf growth 96h	FBPA Giardia inh	Shiga toxin inh	CHX counter	Pf growth 48h
61	COc1ccc(S(=O)(=O)Nc2ccc(S(=O)(=O)N3CCCCC3)cc2)cc1	2%	30%[activator]	14%	-14	-2	16%
62	Cc1ccccc1C(=O)N1CCN(c2ccc(NC(=O)Cc3ccccc3)cc2)CC1	0%	?	.	-11	7	?
63	CN(CC(=O)Nc1ccccc1C(F)(F)F)C(=O)C1CC1	-2%	16%	.	.	.	3%
64	COc1ccc(C(C)NC(=O)Nc2ccc(C(C)=O)cc2)cc1OC (configuration not stated)	0%	285%[activator]	.	23	23*	-8%
65	CCOC(=O)c1c(C(C)(C)C)oc2ccc(O)cc12	-26%	14%	.	-2	-9	?
66	Cc1ccc(-n2nnnc2SCC(=O)Nc2cc(C)on2)c(C)c1	0%	?	-3%	-6	-6	-1%
67	O=c1oc(-c2cccs2)nc2ccc(Br)cc12	-11%	-1%	0%	28	19	-1%
68	CCOc1ccc(C(=O)Nc2cccc(-n3cnnn3)c2)cc1OCC	-7%	-20%	-2%	-14	7	?
69	CCCn1cc(NC(=O)c2cc(-c3ccccc3)on2)cn1	1%	73%[activator]	-1%	68*	35*	.
70	CC1Nc2ncnc(N3CCOCC3)c2N(Cc2ccccc2)C1=O (configuration not stated)	?	?	.	.	.	?
71	COc1cccc2c(=O)c3c(cnn3C)n(C)c12	5%	.	-9%	8	2	16%
72	COc1ccc(CC(NC(C)=O)C(=O)NC2CCN(c3c4c(nc5ncnn35)CCC4)CC2)cc1OC (configuration not stated)	-2%	32%[activator]	1%	4	-1	13%

Part of the list above, with values under each structure.
Second line of a record: Sm TGR block | Pf growth 96h | FBPA Giardia inh | Shiga toxin inh | CHX counter | Pf growth 48h
[66] Cc1ccc(-n2nnnc2SCC(=O)Nc2cc(C)on2)c(C)c1
    0% | ? | -3% | -6 | -6 | -1%
[65] CCOC(=O)c1c(C(C)(C)C)oc2ccc(O)cc12
    -26% | 14% | . | -2 | -9 | ?

The list goes on.
nr	structure	Sm TGR block	Pf growth 96h	FBPA Giardia inh	Shiga toxin inh	CHX counter	Pf growth 48h
73	COc1ccc(-n2c(COc3cccc4ccccc34)nnc2SCC(=O)NCc2ccco2)cc1	-10%	-23%	-8%	67	25*	2.9µM*
74	COc1ccc2c(c1)C(=O)N(c1ccc(C)cc1)C(=O)C2	72%[activator]	.	-4%	25	-1	-5%
75	Cc1c(NS(=O)(=O)c2ccc(Br)s2)c(=O)n(-c2ccccc2)n1C	0%	0%	23%	10	1	1%
76	CC(=O)OC/C=C(\C)CCC=C(C)C	-5%	50%[activator]	.	.	.	?
77	O=C(NC1CCS(=O)(=O)C1)c1ccc(S(=O)(=O)N2CCCCC2)cc1 (configuration not stated)	0%	-3%	4%	22	7	0%
78	Cc1cc(CNC(=O)CC2C(=O)NCCN2Cc2ccccc2C(F)(F)F)nn1C (configuration not stated)	-32%[57.1 µM]	?	-15%	-29	-2	13%
79	CC(C)CNC(=O)CN(c1cccc(Cl)c1)S(C)(=O)=O	.	3%	0%	-7	-3	1%
80	CC(=O)c1cccc(NC(=O)CCCOc2ccc(C)cc2)c1	-1%	1%	8%	-9	0	0%
81	Cc1cc(=O)[nH]c(SCC(=O)NCCc2ccccc2)n1	3%	?	1%	-11	-2	.
82	CCC(C)/C(C)=N/NC(=O)CSc1nc2ccccc2[nH]1 (configuration not stated)	3%	7%	-7%	67*	16	0%
83	O=C1C2CCCN2C(c2cccs2)N1c1ccc(Cl)cc1 (configuration not stated)	-13%	-1%	4%	-19	11	3%
